HRas wt GTP bind – human HRas wildtype GTP binding, change in either direction. P01112. AID 759. GST-Ras wt beads, Bodipy-FL-GTP binding, flow cytometry; actives lie on both sides. actives 0.14% (n = 190,000). GTP binding activity, % at 10 µM;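 active means GTP binding activity at least 20% away from the 100% baseline, either lowered as inhibitor or raised as activator; inconclusive means flagged as likely green fluorescent, judged across all proteins in the well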;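 further: 0% = unlabeled GTP competition control and 100% = no-compound control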
Target sequence (P01112 whole entry, looked up): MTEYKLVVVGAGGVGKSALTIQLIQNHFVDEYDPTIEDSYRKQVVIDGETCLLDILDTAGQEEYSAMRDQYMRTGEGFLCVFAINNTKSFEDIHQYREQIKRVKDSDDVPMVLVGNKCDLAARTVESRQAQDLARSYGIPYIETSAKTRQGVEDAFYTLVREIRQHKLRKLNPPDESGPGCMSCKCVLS
Rab7 wt modul – alters GTP binding to wildtype dog Rab7; actives 0.055% (n = 190,000); GTP binding activity (percent of control), % at 10 µM; GST-Rab7 beads, fluorescent GTP binding, flow cytometry; actives lie on both sides; untreated = 100%, excess cold GTP = 0%;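 active means fluorescent GTP binding to Rab7 beads changed by at least 20 points from the 100% baseline, either direction, mostly lower; inconclusive means compound itself probably fluorescent, or too few beads counted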;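 further: median green fluorescence of bound Bodipy-FL-GTP per Rab7 bead population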
Mcl1-Noxa inh – disrupts binding of human Mcl-1 to Noxa peptide; Q07820; TR-FRET Mcl-1/Noxa peptide binding, 2 h; inhibition, % at 21.7 µM; actives 1.5% (n = 220,000); AID 1022;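 active means compounds that cut the protein-peptide binding signal by more than 50% relative to plate controls in a single-dose test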;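 further: His-tagged Mcl-1 with rhodamine Noxa BH3 peptide and terbium anti-His antibody; 0% = Mcl-1 plus Noxa peptide wells and 100% = peptide-only wells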
Target sequence (Q07820 whole entry, looked up): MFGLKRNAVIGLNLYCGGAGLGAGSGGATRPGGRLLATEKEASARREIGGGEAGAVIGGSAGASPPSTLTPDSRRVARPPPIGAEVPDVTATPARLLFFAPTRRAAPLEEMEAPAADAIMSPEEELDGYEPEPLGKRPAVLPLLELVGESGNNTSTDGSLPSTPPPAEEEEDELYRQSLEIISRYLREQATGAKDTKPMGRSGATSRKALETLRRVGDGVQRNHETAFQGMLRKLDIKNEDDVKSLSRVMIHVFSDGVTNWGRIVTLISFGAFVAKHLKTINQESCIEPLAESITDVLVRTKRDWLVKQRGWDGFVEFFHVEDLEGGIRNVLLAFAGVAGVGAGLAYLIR
Pf gamet viab – inhibitors of late stage P. falciparum gametocyte viability; inhibition, % at 10.9 µM; AID 743093; P. falciparum stage V gametocytes, ATP luminescence, 24 h; actives 0.065% (n = 150,000);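 active means inhibition above the mean plus 3 SD of compounds within the control limits, set per campaign, cut at about 38% in these data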;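 further: 0% = DMSO wells and 100% = medium only without gametocytes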
Avidin bead fluor – avidin bead compound fluorescence profile. fluorescence (KMESF) at 10 µM. AID 1775. Avidin beads, compound fluorescence 488/530 nm, flow cytometry; active compounds read high. actives 0.38% (n = 220,000); in the data active means fluorescence above about 47; further: inactives centre near 10
Bim-Mcl-1 – human Bim-Mcl-1 interaction inhibition | Q07820 | inhibition, % at 10 µM | actives 0.1% (n = 190,000) | Bead-based flow cytometry, Bim peptide-Mcl-1 binding; in the data active means inhibition above about 40%;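 further: 0% = no compound tracer wells and 100% = peptide blocker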
Rac1 mut GTP – human Rac1 activated mutant GTP binding change; AID 764; percent activity (GTP binding), % at 10 µM; GST-Rac1 activated beads, fluorescent GTP binding, flow cytometry; actives lie on both sides; 100% means binding = to untreated wells; actives 0.11% (n = 190,000);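 active means GTP binding at least 20 percentage points away from the 100% baseline, in either direction, so actives lie on both sides; inconclusive means Compound likely fluorescent itself, or too few beads counted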
Rac1 wt modul – human Rac1 wildtype GTP binding, inhibitors and activators; AID 757; GST-Rac1 beads, fluorescent GTP binding, flow cytometry; actives lie on both sides; 0 = cold GTP competed, 100 = untreated; GTP binding activity (% of control), % at 10 µM; actives 0.27% (n = 190,000); P63000;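 active means GTP binding activity at least 20 points away from the 100% control level, either lower or higher; inconclusive means compound flagged as likely green fluorescent, judged across all proteins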
Mcl1 Bid PPI – disrupts binding of human Mcl-1 to Bid peptide | TR-FRET Mcl-1/Bid-Dy647 peptide binding, 1536-well | inhibition, % at 21.7 µM | actives 0.97% (n = 220,000);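 active means compounds that cut the binding signal by more than half at the single screening dose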;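 further: His-tagged Mcl-1 with europium anti-His antibody binding Bid BH3 peptide; 0% = Mcl-1 plus peptide wells and 100% = peptide-only wells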
Rab2A wt mod – changes GTP binding to wildtype dog Rab2A, up or down; P61105; GST-Rab2 wt beads, Bodipy-GTP binding, flow cytometry; GTP binding activity, % at 10 µM; actives 0.19% (n = 190,000);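 active means GTP binding activity at least 20 points away from 100%, either lowered or raised; inconclusive means signal likely due to the compound's own green fluorescence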;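 further: 0% = beads with excess unlabeled GTP and 100% = no-compound control corrected for plate trend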
Cdc42 wt – human Cdc42 wildtype GTP binding change, either direction | percent activity (GTP binding), % at 10 µM | AID 761 | P60953 | GST-Cdc42 beads, Bodipy-GTP binding, flow cytometry; actives lie on both sides | actives 0.2% (n = 190,000);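 active means percent activity GTP binding at least 20 points away from the 100% baseline, either down as inhibitor or up as activator; inconclusive means compound flagged as likely green fluorescent from well-wide comparison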;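 further: median bead fluorescence of bound Bodipy-FL-GTP at 100 nM; 0% = excess unlabeled GTP control and 100% = no compound control; below 100% means less GTP binding so inhibitor and above means activator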
Target sequence (P60953 whole entry, looked up): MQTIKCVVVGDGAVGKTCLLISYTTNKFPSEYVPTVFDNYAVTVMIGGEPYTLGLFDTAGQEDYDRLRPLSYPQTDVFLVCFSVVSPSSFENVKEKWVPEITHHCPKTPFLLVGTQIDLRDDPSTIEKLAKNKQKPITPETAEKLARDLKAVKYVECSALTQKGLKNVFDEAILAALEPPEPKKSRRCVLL
Active calls of the source: *.

CCN(CCCNC(=O)C1CCCN(S(=O)(=O)c2cnc[nH]2)C1)c1ccccc1 (centres undefined) was read as HRas wt GTP bind 102, Rab7 wt modul 104, Mcl1-Noxa inh 13, Avidin bead fluor 5, Bim-Mcl-1 -1, Rac1 mut GTP 100, Rac1 wt modul 103, Mcl1 Bid PPI -30, Rab2A wt mod 102 and Cdc42 wt 101.
Oc1ccc2ccccc2c1C=Nc1ccc(Cl)cn1 was read as HRas wt GTP bind 94, Rab7 wt modul 93, Mcl1-Noxa inh 23, Pf gamet viab -6, Avidin bead fluor 6, Bim-Mcl-1 -1, Rac1 mut GTP 93, Rac1 wt modul 97, Mcl1 Bid PPI -44, Rab2A wt mod 93 and Cdc42 wt 95.
CCOC(=O)c1c(C)oc2ccc(OC(=O)COc3c(F)c(F)c(F)c(F)c3F)cc12 was read as HRas wt GTP bind 97, Rab7 wt modul 102, Mcl1-Noxa inh 8, Pf gamet viab 13, Avidin bead fluor 10, Bim-Mcl-1 -3, Rac1 mut GTP 95, Rac1 wt modul 104, Mcl1 Bid PPI -1, Rab2A wt mod 97 and Cdc42 wt 97.
Screening Cc1cc(C=O)c(C)n1-c1cccc(C(=O)O)c1 returned HRas wt GTP bind 95, Rab7 wt modul 97, Mcl1-Noxa inh 20, Pf gamet viab 4, Avidin bead fluor 8, Bim-Mcl-1 0, Rac1 mut GTP 91, Rac1 wt modul 95, Mcl1 Bid PPI -45, Rab2A wt mod 93 and Cdc42 wt 94.
`CCOC(=O)C1CCCN(C(=O)CC(c2ccccc2)c2ccccc2)C1` (centres undefined) gave HRas wt GTP bind 99, Rab7 wt modul 100, Mcl1-Noxa inh 5, Avidin bead fluor 5, Bim-Mcl-1 -1, Rac1 mut GTP 97, Rac1 wt modul 105, Mcl1 Bid PPI -4, Rab2A wt mod 100 and Cdc42 wt 101.
`O=S(=O)(/N=C(/Nc1ccccn1)c1ccccc1)c1ccc(Cl)cc1` gave HRas wt GTP bind 99, Rab7 wt modul 97, Mcl1-Noxa inh -14, Avidin bead fluor 14, Bim-Mcl-1 -1, Rac1 mut GTP 100, Rac1 wt modul 103, Mcl1 Bid PPI -23, Rab2A wt mod 99 and Cdc42 wt 101.
CCCCCCC(c1c(C)n(C)n(-c2ccccc2)c1=O)c1c(C)n(C)n(-c2ccccc2)c1=O was read as HRas wt GTP bind 100, Rab7 wt modul 99, Mcl1-Noxa inh 11, Avidin bead fluor 25, Bim-Mcl-1 4, Rac1 mut GTP 99, Rac1 wt modul 107, Mcl1 Bid PPI -7, Rab2A wt mod 98 and Cdc42 wt 104.
O=C(Oc1cccc(O)c1)C1CCCCC1 was read as HRas wt GTP bind inconclusive, Rab7 wt modul inconclusive, Mcl1-Noxa inh 6, Avidin bead fluor 8, Bim-Mcl-1 9, Rac1 mut GTP inconclusive, Rac1 wt modul inconclusive, Mcl1 Bid PPI -34, Rab2A wt mod inconclusive and Cdc42 wt inconclusive.
For CCOC(=O)c1ccc(-n2c(CN3CCN(CCO)CC3)nc3ccc([N+](=O)[O-])cc3c2=O)cc1 the results were HRas wt GTP bind 98, Rab7 wt modul 95, Mcl1-Noxa inh 0, Pf gamet viab -4, Avidin bead fluor 9, Bim-Mcl-1 -1, Rac1 mut GTP 96, Rac1 wt modul 98, Mcl1 Bid PPI -12, Rab2A wt mod 96 and Cdc42 wt 98.
`O=C(CCc1nnc(CCCCc2ccccc2)o1)NCCc1cccnc1` gave HRas wt GTP bind 96, Rab7 wt modul 97, Mcl1-Noxa inh -9, Pf gamet viab -21, Avidin bead fluor 2, Bim-Mcl-1 -4, Rac1 mut GTP 94, Rac1 wt modul 96, Mcl1 Bid PPI -12, Rab2A wt mod 98 and Cdc42 wt 96.
For COC(=O)CSc1nnc(CNC(=O)c2ccccc2OC)n1-c1ccc(OC)cc1 the results were HRas wt GTP bind 101, Rab7 wt modul 98, Mcl1-Noxa inh 5, Avidin bead fluor 10, Bim-Mcl-1 -7, Rac1 mut GTP 100, Rac1 wt modul 103, Mcl1 Bid PPI -16, Rab2A wt mod 103 and Cdc42 wt 106.
CCc1nnc(NC(=O)c2cc(-c3ccco3)nc3ccccc23)s1 was read as HRas wt GTP bind 93, Rab7 wt modul 97, Mcl1-Noxa inh 82*, Pf gamet viab 18, Avidin bead fluor 23, Bim-Mcl-1 1, Rac1 mut GTP 94, Rac1 wt modul 95, Mcl1 Bid PPI -31, Rab2A wt mod 93 and Cdc42 wt 94.
Screening COc1ccc2oc(=O)c(C(=O)N3CCN(c4ccccc4F)CC3)cc2c1 returned HRas wt GTP bind inconclusive, Rab7 wt modul inconclusive, Mcl1-Noxa inh 8, Pf gamet viab 14, Avidin bead fluor 6, Bim-Mcl-1 0, Rac1 mut GTP inconclusive, Rac1 wt modul inconclusive, Mcl1 Bid PPI -28, Rab2A wt mod inconclusive and Cdc42 wt inconclusive.
Fc1ccc(/C=N/Nc2nc3ccccc3[nH]2)cc1F was read as HRas wt GTP bind 99, Rab7 wt modul 100, Mcl1-Noxa inh -3, Pf gamet viab -22, Avidin bead fluor 10, Bim-Mcl-1 0, Rac1 mut GTP 100, Rac1 wt modul 100, Mcl1 Bid PPI -44, Rab2A wt mod 102 and Cdc42 wt 104.
For COc1ccccc1C/C(N)=N/OC(=O)COc1ccccc1C the results were HRas wt GTP bind 103, Rab7 wt modul 102, Mcl1-Noxa inh -10, Avidin bead fluor 35, Bim-Mcl-1 0, Rac1 mut GTP 99, Rac1 wt modul 102, Mcl1 Bid PPI 4, Rab2A wt mod 99 and Cdc42 wt 103.
For CC(C)CCOC(=O)C1C(c2ccccc2)C(C(=O)O)C1c1ccccc1 (centres undefined) the results were HRas wt GTP bind 98, Rab7 wt modul 99, Mcl1-Noxa inh 26, Pf gamet viab 12, Avidin bead fluor 1, Bim-Mcl-1 -4, Rac1 mut GTP 97, Rac1 wt modul 101, Mcl1 Bid PPI 20, Rab2A wt mod 96 and Cdc42 wt 99.
`Cc1cc(=O)oc2n[nH]c(-c3ccccc3)c12` gave HRas wt GTP bind 99, Rab7 wt modul 99, Mcl1-Noxa inh 1, Avidin bead fluor 37, Bim-Mcl-1 -3, Rac1 mut GTP 97, Rac1 wt modul 97, Mcl1 Bid PPI -6, Rab2A wt mod 94 and Cdc42 wt 97.
For O=C(NNc1cc(Br)c(O)c(Br)c1)c1ccccc1 the results were HRas wt GTP bind 98, Rab7 wt modul 106, Mcl1-Noxa inh 40, Avidin bead fluor 7, Bim-Mcl-1 0, Rac1 mut GTP 98, Rac1 wt modul 98, Mcl1 Bid PPI -23, Rab2A wt mod 99 and Cdc42 wt 97.
O=C1N/C(=C/c2ccc(N3CCOCC3)o2)C(=O)N1c1ccccc1 was read as HRas wt GTP bind 101, Rab7 wt modul 100, Mcl1-Noxa inh 27, Pf gamet viab 10, Avidin bead fluor 5, Bim-Mcl-1 -5, Rac1 mut GTP 100, Rac1 wt modul 103, Mcl1 Bid PPI -57, Rab2A wt mod 100 and Cdc42 wt 102.
CCCn1c(C)cc(C(=O)CSc2nc3nc(C)cc(C)n3n2)c1C was read as HRas wt GTP bind 99, Rab7 wt modul 96, Mcl1-Noxa inh 18, Pf gamet viab -26, Avidin bead fluor 16, Bim-Mcl-1 0, Rac1 mut GTP 97, Rac1 wt modul 100, Mcl1 Bid PPI -36, Rab2A wt mod 99 and Cdc42 wt 100.
O=C(C[n+]1cc(-c2ccc(F)cc2)n2c1CCC2)OCc1ccccc1 was read as HRas wt GTP bind 105, Rab7 wt modul 101, Mcl1-Noxa inh 0, Pf gamet viab 13, Avidin bead fluor 2, Bim-Mcl-1 -2, Rac1 mut GTP 101, Rac1 wt modul 102, Mcl1 Bid PPI -29, Rab2A wt mod 102 and Cdc42 wt 104.
Cc1cc(C)n(-c2nc3sc4c(c3c(=O)[nH]2)CCCC4)n1 was read as HRas wt GTP bind 96, Rab7 wt modul 102, Mcl1-Noxa inh -72, Avidin bead fluor 5, Bim-Mcl-1 1, Rac1 mut GTP 99, Rac1 wt modul 101, Mcl1 Bid PPI -75, Rab2A wt mod 100 and Cdc42 wt 96.
Screening COc1ccc(C(=O)OCc2csc(C)n2)c(O)c1 returned HRas wt GTP bind 100, Rab7 wt modul 104, Mcl1-Noxa inh 0, Pf gamet viab 1, Avidin bead fluor 6, Bim-Mcl-1 0, Rac1 mut GTP 101, Rac1 wt modul 103, Mcl1 Bid PPI -11, Rab2A wt mod 97 and Cdc42 wt 103.
CCOC(=O)N1CCN(C(=O)C(CC(C)C)NC(=O)C2CCCCC2)CC1 (centres undefined) was read as HRas wt GTP bind 99, Rab7 wt modul 97, Mcl1-Noxa inh -6, Avidin bead fluor 8, Bim-Mcl-1 -3, Rac1 mut GTP 98, Rac1 wt modul 101, Mcl1 Bid PPI -4, Rab2A wt mod 98 and Cdc42 wt 99.
`O=C(O)/C=C/c1cn(-c2ncc(C(F)(F)F)cc2Cl)c2ccccc12` gave HRas wt GTP bind 99, Rab7 wt modul 97, Mcl1-Noxa inh 12, Avidin bead fluor 12, Bim-Mcl-1 0, Rac1 mut GTP 95, Rac1 wt modul 98, Mcl1 Bid PPI -24, Rab2A wt mod 98 and Cdc42 wt 102.
For Cc1cc(C(=O)OCC(=O)Nc2cc(S(=O)(=O)N(C)C)ccc2C)c(C)o1 the results were HRas wt GTP bind 95, Rab7 wt modul 103, Mcl1-Noxa inh -15, Pf gamet viab 6, Avidin bead fluor 6, Bim-Mcl-1 -3, Rac1 mut GTP 98, Rac1 wt modul 98, Mcl1 Bid PPI -5, Rab2A wt mod 96 and Cdc42 wt 97.
Cn1c(=O)c2c(ncn2CC(=O)N2CCN(c3cccc(Cl)c3)CC2)n(C)c1=O was read as HRas wt GTP bind 101, Rab7 wt modul 99, Mcl1-Noxa inh 11, Pf gamet viab -1, Avidin bead fluor 13, Bim-Mcl-1 0, Rac1 mut GTP 103, Rac1 wt modul 110, Mcl1 Bid PPI -34, Rab2A wt mod 102 and Cdc42 wt 104.
O=C(COc1ccccc1)Nc1cccc2nsnc12 was read as HRas wt GTP bind 100, Rab7 wt modul 104, Mcl1-Noxa inh 6, Avidin bead fluor 38, Bim-Mcl-1 -8, Rac1 mut GTP 99, Rac1 wt modul 107, Mcl1 Bid PPI -3, Rab2A wt mod 101 and Cdc42 wt 103.
COc1ccc(S(=O)(=O)Nc2cc3c(cc2C(C)=O)OCO3)cc1 was read as HRas wt GTP bind 93, Rab7 wt modul 93, Mcl1-Noxa inh 17, Pf gamet viab 18, Avidin bead fluor 26, Bim-Mcl-1 -1, Rac1 mut GTP 96, Rac1 wt modul 97, Mcl1 Bid PPI -15, Rab2A wt mod 95 and Cdc42 wt 94.
Screening COc1ccc(C(=O)Oc2ccc3oc(=O)sc3c2)cc1 returned HRas wt GTP bind 97, Rab7 wt modul 97, Mcl1-Noxa inh 12, Pf gamet viab 2, Avidin bead fluor 5, Bim-Mcl-1 -5, Rac1 mut GTP 98, Rac1 wt modul 97, Mcl1 Bid PPI 17, Rab2A wt mod 99 and Cdc42 wt 98.

High-throughput results: PubChem BioAssay, several laboratories
